Polio RdRp inh: inhibitors of poliovirus RNA polymerase binding and polymerization. hit rate 0.66% among 150,000. poliovirus polymerase elongation, fluorescence polarization; active compounds read low. AID 588519. % elongation, % (compound at 16.7 µg/mL); in the data active = % elongation below about 90%; also: some results filed as inactive read as strong as hits
Target sequence (P03300 1749-2209 limits assumed): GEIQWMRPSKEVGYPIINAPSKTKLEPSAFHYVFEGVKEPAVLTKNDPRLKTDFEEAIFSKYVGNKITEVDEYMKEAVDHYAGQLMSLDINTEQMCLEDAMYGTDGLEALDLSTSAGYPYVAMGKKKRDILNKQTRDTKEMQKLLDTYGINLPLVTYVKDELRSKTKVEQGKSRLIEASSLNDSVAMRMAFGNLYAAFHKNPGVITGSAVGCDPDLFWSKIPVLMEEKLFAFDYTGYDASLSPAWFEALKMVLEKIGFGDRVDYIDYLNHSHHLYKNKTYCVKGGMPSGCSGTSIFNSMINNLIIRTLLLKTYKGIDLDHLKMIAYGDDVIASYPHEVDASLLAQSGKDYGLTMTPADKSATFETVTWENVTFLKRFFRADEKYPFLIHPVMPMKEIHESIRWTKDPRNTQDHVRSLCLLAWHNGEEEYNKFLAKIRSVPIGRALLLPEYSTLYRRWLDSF
Polio RdRp inh FP z-score: also measured in Polio RdRp inh; calls as there; z-score; measured here: FP z-score; hits read low
Starred values were filed as active, the others as inactive; & = joins results of further samples. Not all compounds are listed; the hit share may differ from the screen's.

Molecule | Polio RdRp inh | Polio RdRp inh FP z-score
O=c1[nH]c(SCc2ccccc2)nc(O)c1Cc1ccccc1 | 100 | 0.2
COc1ccc(OC)c(CNC(=O)CCCn2ccc3cc(S(=O)(=O)N4CCCC4)ccc32)c1 | 118 | 2
O=C(CN1CCc2ccccc21)Nc1cccc(C(F)(F)F)c1 | 105 | 0.3
O=C(c1cc2ccccc2o1)N(C1CC1)C1CCS(=O)(=O)C1 (centres undefined) | 101 | -0.3
Cc1oc2ncn(CC(C)C)c(=O)c2c1C(=O)NCCCN1CCCCC1 | 103 | -0.7
CC(C)c1ccc(NC(=O)CN(C)S(=O)(=O)c2ccc3c(c2)c(=O)n(C)c(=O)n3C)cc1 | 102 | -0.1
COc1ccc(C(=O)Nc2nonc2NC(=O)c2ccc(OC)cc2)cc1 | 103 | 0.3
CCc1ccccc1NC(=O)c1cc(-c2ccc3c(c2)OCO3)on1 | 108 | 0.8
CCCn1c2ccccc2c2cnn(CC(=O)N3CCC(C(=O)OCC)CC3)c(=O)c21 | 105 | -0.3
CCOC(=O)CSc1nc2cc(C(=O)OC)ccc2c(=O)n1CCc1ccc(S(N)(=O)=O)cc1 | 102 | 0.5
O=S(=O)(c1ccccc1)c1nc(-c2ccccc2Cl)oc1N1CCCCCC1 | 107 | 0.5
CC1CC(C)CN(C(=O)COC(=O)/C=C/c2cccc(F)c2)C1 (centres undefined) | 103 | 0
Cc1ccc(Cl)cc1NC(=O)CSc1ccc(C(=O)O)cn1 | 115 | 1.8
COc1ccc2c(c1)c(=O)c(C(=O)c1ccccc1)cn2CC(=O)Nc1ccc2c(c1)OCCO2 | 108 | 0.4
Clc1ccccc1-c1nnc(SCc2nc(-c3ccccc3)no2)n1-c1ccccc1 | 111 | 1.3
COc1ccc(-c2nc(-c3ccccc3)c(-c3ccccc3)[nH]2)cc1Br | 103 | -0.5
CC(NC(=O)COc1ncnc2ccccc12)C1CC2CCC1C2 (centres undefined) | 100 | -0.6
CCN(c1cccc(C)c1)S(=O)(=O)c1ccc2c(c1)C(=C(C)C)C(=O)N2 | 101 | 0.2
N#CC(=C1SCCCCS1)S(=O)(=O)c1ccc(Cl)cc1 | 106 | 0.3
COC(=O)c1cc(-c2cocc2C=C(C#N)C#N)ccc1Cl | 90 | -2.2
O=C(NCCNc1ccc(C(F)(F)F)cn1)Nc1ccccc1Cl | 99 | -0.6
CC(C)=CCOc1ccc2c3c(c(=O)oc2c1)CCC3 | 102 | 0.1
Cc1ccc(S(=O)(=O)NC2=NCCC2)cc1 | 104 | 0.4
Nc1nc2ccc(NC(=O)C3CCC(C(=O)O)CC3)cc2s1 (centres undefined) | 102 | 0.1
CN1C/C(=C/c2ccc3c(c2)OCCO3)C(=O)/C(=C/c2ccc3c(c2)OCCO3)C1 | 107 | 0.6
CCCCN(Cc1ccccc1)Cc1ccccc1O | 104 | 1.5
CC(C)(C)NC(=O)NCC1CCCC1NC(=O)NC(C)(C)C (centres undefined) | 102 | 0.1
COc1ccc(C(=O)Nc2cc(C)c(O)c(-c3nc4ccccc4s3)c2)cc1OC | 103 | -0.6
COc1cc(-c2c(C#N)c(SCC#N)nc(N)c2C(=O)OC(C)C)cc(OC)c1OC | 102 | 0.1
CCC(C)NC(=O)c1ccc2cn[nH]c2c1 (centres undefined) | 100 | -1

Next results.
Molecule | Polio RdRp inh | Polio RdRp inh FP z-score
COc1ccc2c(c1)-c1nc(NC(=O)c3cc(OC)c(OC)c(OC)c3)sc1CC2 | 105 | 0.1
FC(F)Oc1ccc(/C=N/N2CCOCC2)c(OC(F)F)c1 | 104 | 0.2
Cc1nc(-c2ccc(S(=O)(=O)Nc3ccc(Cl)c(C(F)(F)F)c3)cc2)co1 | 109 | 0.5
Cc1cc(C(=O)OCC(=O)NCc2ccccc2)c(C)o1 | 98 | -1.2
COc1ccc2[nH]c(=O)c(C(c3nnnn3Cc3ccccc3)N(C)C3CCCCC3)cc2c1 (centres undefined) | 103 | 0.3
CC(C)(C)OC(=O)N1CCC(c2nnc(SCc3ccccc3Cl)o2)CC1 | 102 | -0.8
CN(C)c1ccc(CNC(=O)c2ccccc2NC(=O)c2nsc3ccccc23)cc1 | 111 | 0.9
COc1cccc(NC(=O)COc2ccccc2OC)c1 | 104 | 0.3
C=CCn1c(C)cc(C(=O)Cn2c(C)nc3cc4c(cc32)OCCO4)c1C | 106 | 0.4
COc1ccc(NC(=O)C(=O)NCc2ccco2)c(OC)c1 | 103 | -0.2
COc1cc(CNc2ccc3c(c2)ncn3C(C)C)cc(OC)c1OC | 105 | 0.3
Cc1ccccc1NC(=O)CSc1nc(-c2ccc(F)cc2)nc2c1Cc1ccccc1O2 | 106 | 0.7
Cc1cccc(N2C(=O)CS/C2=N/NC(=O)c2cccc(Cl)c2)c1 | 105 | 0.7
CCc1cccc(C)c1NC(=O)c1cc(C)nc2c1c(C)nn2-c1cccc(Cl)c1C | 107 | -0.2
COc1ccc(Nc2ncc(C(=O)Nc3ccc(F)cc3F)c3ccccc23)cc1 | 106 | 0.3
CC1=Nc2cc(C(=O)O)ccc2Sc2ccc(Br)cc21 | 104 | 1
Cn1cc(S(=O)(=O)c2ccc(Cl)cc2)c(=O)c2cc(F)ccc21 | 105 | 1.2
CC(NC(=O)CS(=O)(=O)c1ccccc1)c1ccccc1 (centres undefined) | 105 | 1.1
Cc1ccc(NC(=S)N2CCCC(c3ccccc3)=N2)cc1 | 102 | 0
COc1ccc(NCCC(=O)O)cc1 | 105 | 0.8
Clc1ccc(Nc2c(-c3ccccc3Cl)nc3ccc(Cl)cn23)cc1 | 102 | -0.7
O=C(CCS(=O)(=O)c1nc(-c2cccs2)cc(C(F)(F)F)n1)Nc1cccc(O)c1 | 108 | 0.5
Cc1ccccc1CNC(=O)c1c(C)oc2c1C1=NCCN1C=N2 | 109 | 0.5
COc1ccc(N2C(=O)CSC23C(=O)N2CCCc4cccc3c42)cc1 (centres undefined) | 100 | -0.4
CCCn1c(=N)c(C(=O)NC)cc2c(=O)n3cc(C)ccc3nc21 | 101 | -0.1
Cc1ccc2c(c1)CC(C)N2S(=O)(=O)c1nnc(NC(=O)CC(C)C)s1 (centres undefined) | 108 | -0.1
O=C1CCCCC1C(=O)c1cccc(C(F)(F)F)c1 (centres undefined) | 101 | -0.2
COc1ccc2[nH]cc(NC(=O)N3CCN(C)CC3)c(=O)c2c1 | 102 | 0.1
CCOC(=O)c1sc2nccc(N(C)C)c2c1N=CN(C)C | 99 | 0.1
CCOC(=O)c1c(Nc2nc3ccccc3nc2N2CCN(C)CC2)sc2c1CCCC2 | 100 | 0

Two entries from above, field by field.
canonical_smiles: CCOC(=O)c1sc2nccc(N(C)C)c2c1N=CN(C)C
  Polio RdRp inh: 99; Polio RdRp inh FP z-score: 0.1

canonical_smiles: CCOC(=O)c1c(Nc2nc3ccccc3nc2N2CCN(C)CC2)sc2c1CCCC2
  Polio RdRp inh: 100; Polio RdRp inh FP z-score: 0

(list continues)
Molecule | Polio RdRp inh | Polio RdRp inh FP z-score
Cn1c(C(=O)Nc2cccc(C(F)(F)F)c2)cc2c(=O)n3ccccc3nc21 | 99 | -1.5
Cc1ccccc1C(OCC(O)CN1CCC(C(N)=O)CC1)c1ccccc1 (centres undefined) | 104 | 0.2
O=C(CCCc1nc2ccccc2s1)NC1=NCCS1 | 101 | -0.4
CN(C)c1ccc(C(=O)NCCc2ccccc2)cc1 | 99 | -0.3
O=S(=O)(NCc1csc(-c2cccs2)n1)c1ccc2c(c1)OCCCO2 | 106 | 1.4
O=C(N/N=C/c1ccncc1)C12CC3CC(CC(C3)C1)C2 | 101 | 0.1
COc1ccc(S(=O)(=O)N2CCCC(C(=O)N(Cc3cccs3)C3CC3)C2)cc1Cl (centres undefined) | 92 | -3
CCOC(=O)c1c(N)sn(-c2ccccc2)c1=S | 101 | -0.3
O=C(COc1ccccc1)NCC(c1cccs1)S(=O)(=O)c1ccc(Cl)cc1 (centres undefined) | 107 | 0
Cc1ccnc(NS(=O)(=O)c2ccc(NC(=O)c3cc(=O)c4ccc(C)c(C)c4o3)cc2)n1 | 107 | -0.2
CC1CN(C(=O)N2CCC(C(=O)NCc3ccco3)CC2)c2ccccc2O1 (centres undefined) | 108 | 0.2
COc1ccc(C(=O)Nc2nc3n(n2)C(c2ccc(F)cc2)C=C(c2ccc(Cl)cc2)N3)cc1 (centres undefined) | 96 | -1.9
Cc1ccc(Cl)cc1NCN1C(=O)CNC1=S | 99 | -0.2
CCc1ccc(S(=O)(=O)c2nnn3c2nc(N2CCN(CC)CC2)c2sccc23)cc1 | 110 | 0.5
S=C(NCCN1CCOCC1)NN(Cc1ccccc1)c1ccccc1 | 99 | -0.3
CC(C)(C)CC(C)(C)c1ccc(OCC(=O)Nc2ccc(S(=O)(=O)Nc3ncccn3)cc2)cc1 | 108 | 0.4
COc1nc(NCCN2CCOCC2)nc(Nc2ccc(I)cc2)n1 | 99 | -0.6
CCCCCC#CCC#CCC#CCC#CCCCC(=O)O | 100&99 | -0.3&-0.2
Cc1cccc(C(=O)Nc2ccc(OCc3cc(=O)n4c5c(sc4n3)CCCC5)cc2)c1 | 102 | -0.8
COc1cccc(C(=O)NC(=S)Nn2cnnc2)c1OC | 103 | -0.4
O=C(CSc1nc2ccccc2o1)Nc1ccc(S(=O)(=O)NC2CCCC2)cc1 | 101 | 0.1
CCN(C(=O)COc1ncnc2ccccc12)c1ccccc1 | 103 | 0.4
COc1ccc(CCNC(=O)CCCn2c(=O)c3cccn3c3cccnc32)cc1OC | 109 | 0.3
Cc1ccc(CCNC(=O)c2cc(-c3ccc(Cl)cc3)n[nH]2)cc1 | 110 | 0.3
Cc1ccc(NC(=O)Cn2c(=O)n(Cc3nc(-c4ccccc4)no3)c(=O)c3ccccc32)cc1C | 104 | -0.9
COc1ccc(NC(=O)c2cn(CC(C)C)c(=O)c3cc(OC)c(OC)cc23)cc1Cl | 104 | -0.3
CC1=CC(C)(C)c2ccccc2N1Cc1ccccc1 | 108 | 0.6
O=C(CCC1N=C2c3ccccc3N=C(SCc3ccc(Cl)cc3)N2C1=O)NCc1cccs1 (centres undefined) | 109 | 0.3
CS(=O)(=O)c1ccc(C(=O)OCc2cn3cc(Cl)ccc3n2)cc1 | 107 | -0.3
NS(=O)(=O)c1ccc(CCNC(=O)c2cccn3c(=O)c4cc5ccccc5cc4nc23)cc1 | 103 | 0.6

Continuation:
Molecule | Polio RdRp inh | Polio RdRp inh FP z-score
NC(=O)CSc1nc2c(oc3ccccc32)c(=O)n1-c1ccccc1F | 108 | 1.3
Cc1ccc(S(=O)(=O)N2C(=O)CCC2C(=O)NCc2nc(-c3ccccc3)no2)cc1 (centres undefined) | 103 | -0.1
O=C(OCc1nnc(-c2cc3c(s2)CCCC3)o1)c1cccc(CN2C(=O)c3ccccc3C2=O)c1 | 106 | 0.3
CCS(=O)(=O)N1CCN(C(=O)c2ccccc2Cl)CC1 | 104 | 0.8
O=C(Nc1ccccc1C(F)(F)F)C1CCN(S(=O)(=O)Cc2ccccc2)CC1 | 113 | 1
Cc1ccc(-c2cc(-c3ccccc3)c(C#N)c(SCC(O)CS(=O)(=O)Cc3ccccc3)n2)cc1 (centres undefined) | 94 | -1.8
Cn1c(=O)nc2n(-c3ccc(Cl)c(Cl)c3)c3cc(Cl)ccc3cc-2c1=O | 112 | 0.8
Cc1ccc(C(=O)c2cnc3cc4c(cc3c2N2CCCC2)OCO4)cc1C | 101 | -0.4
CC(C)(C)NC(=O)NC(=O)Cn1nnc(-c2ccccc2)n1 | 96 | -0.5
CCN1C(=O)c2ccccc2Sc2ccc(NC(=O)c3ccc(Cl)cc3)cc21 | 108 | 0.2
Cc1ccc(NC(=O)Cc2ccc(NC(=O)N3CCCCc4ccccc43)cc2)cc1 | 108 | 0.2
COC(=O)c1cn(-c2ccccc2)nc1-c1cccnc1 | 102 | 0
O=C(CNc1ccc(Br)cc1)N/N=C/c1ccco1 | 106 | 1
CCS(=O)(=O)N1CCC(C(=O)N2CCN(Cc3ccc4c(c3)OCO4)CC2)CC1 | 103 | 0.6
CCN1CCc2nc3sc(C(=O)c4ccccc4)c(N)c3cc2C1 | 113 | 1
CCNC(=O)c1c(NC(=O)c2nc(S(=O)(=O)CC)ncc2Cl)sc2c1CCCC2 | 116 | 0.1
Cc1c(-c2ccc(Cl)cc2)c(=O)oc2c(CN3CCCC3)c(O)ccc12 | 112 | 1.1
CNC(=O)NCc1c(N(C)C)cccc1N(C)C | 106 | 0.3
Cc1ccc(-n2c(O)c(C=NCc3ccncc3)c3ccccc3c2=O)cc1C | 102 | 0.1
CC1(C)N=C(SCc2ccc(Cl)cc2)c2ccccc2N1 | 110 | 0.3
Cc1ccc2oc(=O)c(CCC(=O)O)nc2c1 | 99 | -0.8
Cc1cc(-c2ccc(C)c(S(=O)(=O)NCC3CCN(Cc4ccc(F)cc4)CC3)c2)on1 | 105 | -0.1
N#CCc1cccc(N)c1 | 112 | 1.1
CN(C)/C=C/C(=O)c1cc(-c2ccccc2)no1 | 101 | -0.2
COc1ccc(OC)c(NCc2cccn2-c2nnc(N3CCC(C)CC3)s2)c1 | 104 | 0.3
COC(=O)c1ccc(Oc2nc3c(c(=O)n(C)c(=O)n3C)n2C(C)C)cc1 | 105 | 0
CC1CCC(NC(=O)c2ccc(CS(=O)(=O)c3cccc(C(F)(F)F)c3)o2)CC1 (centres undefined) | 106 | 0
Cc1cc(=O)[nH]c(SCc2cccc3cccnc23)n1 | 100 | 0
COc1cc2nc(SCC(=O)N(C)C3CCCCC3)n3nc(C)nc3c2cc1OC | 101 | -0.7
COc1cccc(-c2noc(C3CCCN(C(=O)Cc4ccccc4)C3)n2)c1 (centres undefined) | 103 | 0.3

New compounds follow
Molecule | Polio RdRp inh | Polio RdRp inh FP z-score
Nc1c(C(=O)NCc2ccccc2)nnn1Cc1cccc(Br)c1 | 103 | -0.7
O=C(NC(=O)c1ccc(F)c(Cl)c1)Nc1nnc(C(F)(F)F)s1 | 109 | 0.6
Cc1ccccc1CC1C(=O)Nc2ccc(Br)cc21 (centres undefined) | 107 | 0.1
O=c1c2oc3ccccc3c2[nH]c(=S)n1CCc1ccccc1 | 104 | 0.6

Full records, looked up by structure. Order of screens: Polio RdRp inh | Polio RdRp inh FP z-score
`O=c1c2oc3ccccc3c2[nH]c(=S)n1CCc1ccccc1` is listed with 104 | 0.6
`O=C(NC(=O)c1ccc(F)c(Cl)c1)Nc1nnc(C(F)(F)F)s1` is listed with 109 | 0.6
`Nc1c(C(=O)NCc2ccccc2)nnn1Cc1cccc(Br)c1` is listed with 103 | -0.7

Screening data as filed in PubChem.
